aSyn tox rescue: rescues yeast growth from alpha-synuclein toxicity | S. cerevisiae alpha-synuclein toxicity rescue, BacTiter-Glo growth, 24 h | Potency, µM (doses to about 46.1 µM), inactives show top-dose growth rescue (activation), usual class: activators | actives 0.02% (n = 94,000) | AID 1347070; active = well fitted activation curve with a large enough effect; inconclusive = small, poorly fitted or top-dose-only effect; note: 0% is about no effect
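Growth restoration measured by BacTiter-Glo luminescence after 24 hr at 30 deg C; alpha-synuclein yeast, raffinose-pregrown to mid-log, were added at OD600=0.02 in galactose medium onto pinned compounds.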
Starred values were filed as active, the others as inactive; ? = inconclusive; & = joins results of further samples; [ ] = remark or other dose. Potency is the fitted concentration of half-maximal effect. A portion of the library; the hit share may differ from the screen's.

SMILES	aSyn tox rescue
O=C(/C=C/c1cn(CC(O)CN2CCCCCC2)c2ccccc12)c1cccs1 (configuration not stated)	3%
Cc1ccc2oc(-c3cccc(NC(=O)c4cccc5c(Br)cccc45)c3)nc2c1	0%
COc1ccc(C(=O)COC(=O)c2cc(S(=O)(=O)N3CCCCC3)ccc2N2CCOCC2)c(OC)c1	5%
Cc1ccc(Cl)cc1-n1ncc2c(NCc3ccc(F)cc3)ncnc21	1%
CCc1cccc(NC(=O)c2nnn(Cc3ccc(SC)cc3)c2N)c1	-17%
CC(=O)Nc1ccc(S(=O)(=O)Nc2ccc3c(c2)OCO3)cc1	7%
COc1ccc(C)cc1NS(=O)(=O)c1ccc2c(c1)n(C)c(=O)n2C	0%&6%
CCOc1ccc(CCNC(=O)c2cc3c(-c4ccccc4F)nn(C)c3s2)cc1OCC	4%
CCOC(=O)N1CCN(S(=O)(=O)N2CCCC(C(=O)NCc3ccccc3OC)C2)CC1 (configuration not stated)	6%
Cc1ccc(CNC(=O)CN(c2ccc(C(C)C)cc2)S(=O)(=O)c2c(C)n[nH]c2C)cc1	3%
COc1ccccc1NC(=O)CSc1nc2sc(C)c(C)c2c(=O)n1C	-1%
COc1ccc2oc(=O)cc(CN3CCN(c4ccccc4F)CC3)c2c1	-4%
CCCCOc1ccc(C(=O)Nc2ccc(S(=O)(=O)Nc3nc(C)cc(C)n3)cc2)cc1	2%
Cc1nc(C)c(C(=O)OCC(=O)NCCc2ccc(F)cc2)s1	-3%
Cc1ccc(-n2nc3ccc(NC(=O)Cc4ccc(Cl)cc4)cc3n2)cc1	-11%
CN(C)S(=O)(=O)c1ccc(N2CCCC2=O)c([N+](=O)[O-])c1	4%
CCc1sc(Nc2cccc(C)c2)nc1-c1cc2cccc(OC)c2oc1=O	25%
CCOc1ccc(S(=O)(=O)N2CCCCC2)cc1NC(=O)CN1C(=O)NC(C)(c2ccccc2)C1=O (configuration not stated)	0%
CCCSc1nnc(NC(=O)Cc2ccc(OC)c(OC)c2)s1	1%
[O-]/C(=C(\C(=S)Nc1cccc2ccccc12)[n+]1ccccc1)c1ccc(OC(F)F)cc1	0%
CCC(=O)N1CCc2cc(Br)cc(S(=O)(=O)N(CC)Cc3ccccc3)c21	-54%[inhibitor]
COc1cc(NC(=O)c2cc3ccccc3o2)ccc1NC(=O)c1ccco1	-10%
CC(C)(C)C(=O)Cn1c(=O)n(CCCCCC(=O)NCc2ccccc2Cl)c(=O)c2sccc21	4%
Cc1ccc(N=c2c([N+](=O)[O-])nn(-c3ccc(Cl)cc3)n2O)cc1C	-7%
CCc1ccccc1N1CC(c2nc3ccccc3n2CCCOc2ccc(Cl)cc2)CC1=O (configuration not stated)	-13%
Cn1ccc(C(=O)N/N=C/c2cccnc2)n1	-6%
Cc1ccc(NC(=O)c2cccc(NC3=NC4CS(=O)(=O)CC4S3)c2)cc1 (configuration not stated)	6%
Cc1ccc2nc(SCC(=O)Nc3cccc4ccccc34)nc(=O)n2c1	7%
O=C(NC1CCCC1)c1ccc(Cl)c(S(=O)(=O)N2CCCCC2)c1	-1%
CC(NC(=O)Cn1ncc2c3ccccc3n(Cc3ccc(F)cc3)c2c1=O)c1ccccc1 (configuration not stated)	7%
CC(=O)c1cccc(NC(=O)c2c(-c3ccccc3)c(-c3ccccc3)nn(C)c2=O)c1	-12%
COc1ccc(C(CC(=O)NCc2ccccc2)N2Cc3ccccc3C2=O)cc1 (configuration not stated)	-15%
COC(=O)c1ccccc1NC(=O)CSc1nc(N)cc(=O)[nH]1	-10%
COC(=O)C(=Cc1ccncc1)c1cccc2ccccc12	3%
COc1ccc(OC)c(CNC(=O)c2nn(-c3ccc(OC)c(Cl)c3)c(=O)c3c2c2ccccc2n3C)c1	-14%
O=C(Nc1nc(-c2cc(F)ccc2F)cs1)c1cccc(N2C(=O)CCC2=O)c1	-6%
CSc1nc2sc3c(c2c(=O)n1Cc1ccccc1)CCC(C(C)(C)C)C3 (configuration not stated)	1%
Cc1ccc(CNC(=O)CCS(=O)(=O)c2cc3c(cc2C)NC(=O)CO3)cc1	0%&6%
Cc1ccccc1Nc1sc(C(=O)c2ccc3c(c2)OCO3)c(N)c1S(=O)(=O)c1ccccc1	-18%
COc1cccc(NC(=O)C2CCC(CNS(=O)(=O)c3csc(C(N)=O)c3)CC2)c1 (configuration not stated)	-1%
CCn1ccnc1CNC(=O)CC1C(=O)NCCN1Cc1ccccc1F (configuration not stated)	-11%
CSc1ncnc2c1ncn2CCCN(C)CCc1ccccn1	0%
Nc1cccc(-c2cn3ccsc3n2)c1	3%
Cc1cc(C)c(S(=O)(=O)c2cc(F)ccc2C)c(Cl)n1	3%
Cc1cccc(C)c1NC(=O)Cn1nc(C)c2sc3ccccc3c2c1=O	-4%
COc1cccc(CNS(=O)(=O)c2cc3c(cc2C)NC(=O)CO3)c1	-4%
CC(C)N(Cc1nnc(-c2ccccc2Cl)o1)C(=O)COc1cccc(Cl)c1	2%
Cc1cccc(C)c1C(=NCCN(C)C)c1ccccc1	7%
COc1cc(CNC(=O)C2CC2)ccc1OCc1ccccc1	-8%
CCSc1nnc2c(n1)OC(c1cc(OC)c(OC)c(OC)c1)Nc1ccccc1-2 (configuration not stated)	5%
COC(=O)[C@@]12OC[C@]34[C@H]([C@@H](O)[C@@H]1O)[C@@]1(C)C(=O)C(O[C@@H]5OC(CO)[C@@H](O)[C@@H](O)[C@@H]5O)=C[C@@H](C)[C@@H]1C[C@H]3OC(=O)[C@H](OC(=O)/C=C(\C)C(C)(C)OC(C)=O)[C@@H]24 (some centres not stated)	-5%
COCCCNC(=O)c1c(C)nn(-c2ccc(F)cc2)c1-n1cccc1	-4%
COc1ccc(-c2noc(CN(C(C)C)S(=O)(=O)c3ccc(Br)cc3)n2)cc1	3%
CCOc1ccc(C(=O)c2cn(Cc3ccc(F)cc3)c3ccc(F)cc3c2=O)cc1	-1%
CCCOc1cccc(C2c3c(oc4ccc(F)cc4c3=O)C(=O)N2Cc2ccc3c(c2)OCO3)c1 (configuration not stated)	-3%
O=C(/C=C/c1ccc(Cl)c(Cl)c1)Nc1cccnc1	3%
CCCCNC(=O)C1CCC(Cn2c(=O)c3sccc3n(CC(=O)N3CCCC3)c2=O)CC1 (configuration not stated)	-1%
OCCNCc1cccc(OCc2ccccc2Cl)c1	-4%
COc1ccc(-c2nnc(SCC(=O)Oc3c(C)cccc3C)o2)cc1OC	-3%
CCCCCN(C(=O)CCC(=O)OCC(=O)c1ccc(C(C)(C)C)cc1)c1c(N)n(CCCC)c(=O)[nH]c1=O	3%

A different layout for part of the listing above:
compound,aSyn tox rescue
Cc1cccc(C)c1C(=NCCN(C)C)c1ccccc1,7%
CC(C)N(Cc1nnc(-c2ccccc2Cl)o1)C(=O)COc1cccc(Cl)c1,2%
CCCCNC(=O)C1CCC(Cn2c(=O)c3sccc3n(CC(=O)N3CCCC3)c2=O)CC1 (configuration not stated),-1%
CSc1ncnc2c1ncn2CCCN(C)CCc1ccccn1,0%
CCCCCN(C(=O)CCC(=O)OCC(=O)c1ccc(C(C)(C)C)cc1)c1c(N)n(CCCC)c(=O)[nH]c1=O,3%
OCCNCc1cccc(OCc2ccccc2Cl)c1,-4%
CCOc1ccc(C(=O)c2cn(Cc3ccc(F)cc3)c3ccc(F)cc3c2=O)cc1,-1%

Other results follow.
SMILES	aSyn tox rescue
CCOC(=O)c1c(S(=O)(=O)NCC(=O)NCc2ccccc2)c(C)n(C)c1C	-5%
CN1CCN(C(=O)Cn2c(-c3cccs3)cc3cc(Cl)ccc32)CC1	3%
Cc1cccc(N(C(=O)c2snc(C(N)=O)c2N)C(C(=O)NC2CCCC2)c2ccco2)c1 (configuration not stated)	4%
CC1(CCc2ccccc2)NC(=O)N(CC(=O)N2CCc3ccccc32)C1=O (configuration not stated)	1%
O=C(CSc1nnc(-c2ccccc2F)o1)Nc1ccccc1Cl	-9%
CN(C)c1ccc(/C=C/c2noc(-c3ccccc3O)n2)cc1	-5%
CCC(=O)N1CCCc2cc(S(=O)(=O)N3CCC(C(=O)NCc4ccc(F)cc4)CC3)ccc21	-2%
CN(C)c1ccc(C(=S)N2CCN(c3ccc([N+](=O)[O-])cc3)CC2)cc1	-17%
COc1cccc(Cn2c(C)c(CNCc3cccc(C)c3)c(C(=O)O)c2C)c1	9%
COc1ccccc1NS(=O)(=O)c1cc2c(cc1Cl)NC(=O)CO2	-11%
CC(O)CC(C(=O)NNc1ccccc1)C(=O)NNc1ccccc1 (configuration not stated)	0%
Cc1ccc(CNC(=O)CC2Oc3ccccc3NC2=O)cc1 (configuration not stated)	2%
COc1ccc(Cc2nc3ccc(C(=O)NCc4ccccc4C)cc3o2)cc1	-56%[inhibitor]
COC(c1ccccc1)c1nnc(CCC(=O)N(C)CCOc2ccccc2)o1 (configuration not stated)	-2%
CCc1ccccc1NS(=O)(=O)c1ccc2c(c1)CCN2C(=O)C1CC1	1%
Cc1n(C)c2cc(Cl)ccc2[n+]1Cc1ccccc1	1%
Cc1ccc(NC(=O)CCc2c(C)nn(-c3ccc(N4CCOCC4)nn3)c2C)cc1F	-3%
Cc1ccc(NC(=O)N2CCC(N3CCN(Cc4ccccc4)C(=O)C3=O)CC2)cc1Cl	-9%
CC(C)OC(=O)NC(Nc1ccccc1C(=O)O)(C(F)(F)F)C(F)(F)F	8%
CCCCNc1nc(Oc2ccc(OCCC)nn2)nc(N(C)C)n1	2%
CCN(CC)S(=O)(=O)c1ccc(C)c(NC(=O)CNCc2ccccc2OC)c1	5%
CC1(C)CC(=O)C(CC2CCCCC2=O)C(=O)C1 (configuration not stated)	0%
Cc1cccc(N(C)S(=O)(=O)c2nnc(NC(=O)C(C)Oc3ccccc3)s2)c1 (configuration not stated)	-3%
CC1NC(=O)c2cc3ccccc3cc2-n2c1nc1cc(F)ccc1c2=O (configuration not stated)	-11%
Cc1oc(-c2cccc(Cl)c2)nc1CSc1nc2ncccc2[nH]1	-3%
COc1ccccc1CNC(=O)Cc1c[nH]c2ccccc12	-2%
O=C(COc1ccccc1)NCc1nnc(SCC(=O)Nc2nccs2)n1-c1ccccc1	-8%
Cc1cc(=O)c2cc(C(=O)Nc3ccccc3C)ccc2[nH]1	3%
COc1ccccc1C(=O)Nc1cc2c(cc1N1CCOCC1)n(C)c(=O)n2C	-13%
COc1cccc(OCc2nc3ccccc3n2C)c1	3%
CN(N=Cc1ccc([N+](=O)[O-])cc1)c1ccccn1	-2%
CCOc1ccc(CCNC(=O)c2ccc(CSCc3ccccc3C)o2)cc1OCC	8%
COc1ccc(/C=C(/C#N)c2nc(-c3ccc(-c4ccccc4)cc3)cs2)cc1	8%
Nc1c(C(=O)NC2CCCC2)c2nc3ccccc3nc2n1/N=C/c1cccnc1	8%
C[C@@H]1CN([C@@H](C)CO)C(=O)c2cc(NC(=O)Nc3ccccc3)ccc2O[C@@H](C)CCCCO[C@H]1CN(C)C(=O)Nc1ccc(C(F)(F)F)cc1	-2%
Cc1cc(C)c(C(=O)COC(=O)C2CC3CCCC(C2)C3=O)c(C)c1 (configuration not stated)	1%
C[C@H](CO)N1C[C@H](C)[C@@H](CN(C)S(=O)(=O)c2cn(C)cn2)OCc2cn(nn2)CCCC1=O	-5%
O=C(CSc1nnc(-c2ccccc2Br)o1)N1CCOCC1	-10%
CCCCOC(=O)Nc1ccc(S(=O)(=O)Nc2nccs2)cc1	1%
CCc1nc(SCC(=O)Nc2cc(C)on2)c2c(=O)n(C)c(=O)n(C)c2n1	-3%
O=C1Nc2ccccc2C1Cc1ccc(Br)cc1 (configuration not stated)	6%
CCN(CC)CCCNC(=O)CSc1nc(C)cc(C)n1	-5%
CC(=O)Nc1ccc(NCc2nnc3n2CCCCC3)cc1	6%
O=C(Cn1ncc2c(=O)oc3ccccc3c21)N1CCc2ccccc2C1	1%
CC1Cc2nc(SCC(=O)NCC3CCCO3)n(-c3ccccc3)c(=O)c2S1 (configuration not stated)	4%
COc1ccc(C(C)C)cc1S(=O)(=O)NCCc1c(C)[nH]c2c(Cl)cccc12	?
COc1ccc(-c2[nH]c(-c3cccc(OC)c3)nc2SCC(=O)Nc2ccc3c(c2)OCO3)cc1	-18%
N#CC1(NC(=O)CN2CCN(S(=O)(=O)c3ccccc3F)CC2)CCCC1	5%
CCOC(=O)CNC(=O)N1C[C@H]2CON(C)[C@H]2C[C@H]1c1ccccc1Br	3%
CN(C)C(CNC(=O)c1cccc(S(=O)(=O)NCc2ccccc2)c1)c1ccco1 (configuration not stated)	11%
CNC(=O)NC(=O)COc1c(F)c(F)cc(F)c1F	-19%
Cc1ccc(-c2cc(=O)[nH]c(NCc3ccccc3)n2)cc1	-11%
CCCn1c2ccccc2c2cnn(CC(=O)NCCc3ccccc3)c(=O)c21	15%
COc1cc(C(=O)Nc2ccc(NC(=O)c3ccccc3Cl)nc2)cc(OC)c1OC	3%
COc1ccc(CCNC(=O)CCCn2c(=O)c3ccccc3n(Cc3ccccc3)c2=O)cc1OC	-9%
Cc1ccc(C(=O)N2CCN(c3ccc(NC(=O)c4cccnc4Cl)cc3)CC2)cc1	-1%
Nc1c(Cl)ncnc1N/N=C/c1ccncc1	-10%
Cc1ccccc1OC(=O)c1nc(SCc2ccccc2F)ncc1Cl	-9%
Cc1ccc(-n2ncc3c(NCCc4ccccc4)ncnc32)cc1Cl	5%

7 compounds drawn at random from the list so far, as already listed:
SMILES	aSyn tox rescue
CC1Cc2nc(SCC(=O)NCC3CCCO3)n(-c3ccccc3)c(=O)c2S1 (configuration not stated)	4%
CCN(CC)CCCNC(=O)CSc1nc(C)cc(C)n1	-5%
Cc1ccc(-c2cc(=O)[nH]c(NCc3ccccc3)n2)cc1	-11%
COc1ccc(C(C)C)cc1S(=O)(=O)NCCc1c(C)[nH]c2c(Cl)cccc12	?
CN(C)C(CNC(=O)c1cccc(S(=O)(=O)NCc2ccccc2)c1)c1ccco1 (configuration not stated)	11%
CCCn1c2ccccc2c2cnn(CC(=O)NCCc3ccccc3)c(=O)c21	15%
CC(=O)Nc1ccc(NCc2nnc3n2CCCCC3)cc1	6%

Screening data (PubChem)
